Kir21 inh: inhibitors of mouse Kir2.1 inward-rectifier potassium channel; 310,000 compounds, 0.85% hits; B-score at 10 µM; HEK293-Kir2.1, FluxOR thallium flux fluorescence; active compounds read low;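 active = fluorescence ratio B-score at or below minus 3 SD of library scores, with starting-brightness B-score within 2 SD, cut at about -4.2 in these data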;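 also: channel flux triggered by added potassium and thallium sulfate stimulus; B-score of peak minus minimum fluorescence over baseline after thallium stimulus; more negative B-score means stronger Kir2.1 block with less thallium influx; some compounds called inactive have numbers as strong as hits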
KCNQ2 inh: KCNQ2 channel blockers in CHO-K1 cells – cell-based, FluxOR thallium flux, B-score, primary screen (AID 2156) | 310,000 compounds, 1.1% hits | O88943 | 20 min; active compounds read low | B-score at 10 µM;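 active = fluorescence ratio B-score at most minus 3 library SDs, with starting brightness B-score within 2 library SDs, cut at about -5.5 in these data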
Target sequence (O88943 whole entry, looked up): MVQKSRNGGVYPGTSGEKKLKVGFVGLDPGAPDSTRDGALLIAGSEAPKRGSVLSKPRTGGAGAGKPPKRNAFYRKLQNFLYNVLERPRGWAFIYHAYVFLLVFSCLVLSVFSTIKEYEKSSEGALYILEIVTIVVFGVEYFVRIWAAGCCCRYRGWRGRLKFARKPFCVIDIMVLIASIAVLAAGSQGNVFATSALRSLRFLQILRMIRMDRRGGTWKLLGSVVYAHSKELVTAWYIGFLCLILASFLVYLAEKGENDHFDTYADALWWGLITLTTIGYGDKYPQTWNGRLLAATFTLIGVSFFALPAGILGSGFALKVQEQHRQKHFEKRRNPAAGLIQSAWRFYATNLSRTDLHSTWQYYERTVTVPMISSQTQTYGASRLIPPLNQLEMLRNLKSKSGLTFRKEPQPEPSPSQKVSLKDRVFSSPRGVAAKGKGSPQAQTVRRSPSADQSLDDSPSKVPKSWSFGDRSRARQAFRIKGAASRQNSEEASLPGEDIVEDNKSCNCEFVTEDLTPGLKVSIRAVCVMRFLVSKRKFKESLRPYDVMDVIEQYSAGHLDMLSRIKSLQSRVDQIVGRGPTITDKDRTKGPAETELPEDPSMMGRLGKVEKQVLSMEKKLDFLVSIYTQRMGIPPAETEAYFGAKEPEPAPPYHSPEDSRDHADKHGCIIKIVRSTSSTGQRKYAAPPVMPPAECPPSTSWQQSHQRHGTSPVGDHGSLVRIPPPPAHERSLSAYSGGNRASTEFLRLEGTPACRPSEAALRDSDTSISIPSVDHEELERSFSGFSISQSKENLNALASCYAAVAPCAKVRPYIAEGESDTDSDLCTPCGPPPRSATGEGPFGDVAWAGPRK
CHT block: inhibitors of human choline transporter CHT; CHT-expressing cells, membrane potential dye, choline response; active compounds read low; 310,000 compounds, 0.86% hits; B-score at 10 µM; AID 488975;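 active = B-score over 3 SD under the library average, and starting fluorescence ratio not unusually high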;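 also: choline stimulus applied at its EC90 after an EC20 pre-addition; B-score computed on integrated fluorescence ratio after choline addition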
Numbers without * were called inactive; i = inactive; . = no result given; & = joins results of further samples.

SMILES	Kir21 inh	KCNQ2 inh	CHT block
Cc1ccc(CC(=O)NCc2ccc(F)cc2)cc1	-1.1	i	i
CC(=O)NCCc1nc2cc(NC(=O)c3ccccc3C)ccc2n1C	0.57	i	i
CCn1c(SCC(=O)Nc2ccc3c(c2)OCCO3)nnc1-c1cccs1	-0.18	i	i
NC(=O)NCc1ccccc1Cl	-0.01	i	i
O=C(CN1C(=O)S/C(=C\c2ccc(-c3cc(C(=O)O)ccc3Cl)o2)C1=O)Nc1ccc2c(c1)OCO2	0.14	i	i
O=C(CCc1nc(-c2ccccc2F)no1)NCCc1ccccc1Cl	-0.73	i	i
CCOC(=O)c1[nH]c2ccccc2c1NC(=O)COC	1	i	i
Cc1ccc(P(=O)(OCCN2CCOCC2)C(C)(C)C)o1 (stereo unspecified)	-0.03	i	i
COc1cc(C2C(C#N)=C(N)Oc3c2c(-c2ccccc2)nn3-c2ccccc2)cc(OC)c1OC (stereo unspecified)	0	i	i
Cc1ccc(S(=O)(=O)N(CCC(=O)Nc2ccc(OC(F)(F)F)cc2)c2ccccc2)cc1	0.15	i	i
O=C(CNC(=O)c1ccc(Br)o1)NC1CCCCCC1	-0.06	i	i
O=C(Nc1ccc(Cl)cc1C(=O)Nc1ccccn1)c1ccco1	-0.03	i	i
CC(C)(C)N1CC23CCC(C[C@@H]2C1=O)O3 (stereo partly specified)	0.95	i	i
CCOC(=O)C1=C(c2ccccc2)NC(=O)NC1c1cc(Cl)c(O)c(OC)c1 (stereo unspecified)	0.76	i	i
O=C(NC(=S)Nc1ccccc1Cl)C1CC1	0.26	i	i
CCOC(=O)C1(CCCc2ccccc2)CCN(C(=O)c2ccoc2)CC1	-2.4	i	i
COc1ccc(-c2[nH]ncc2-c2nc(C)cs2)c(O)c1	-0.23	i	i
O=C(NCc1ccc2c(c1)OCO2)c1cccc([N+](=O)[O-])c1	0.05	i	i
Cc1ccccc1/C=N/NC(=O)Cn1nnc(N)n1	0.97	i	i
Cc1c(-c2cccs2)[n+](=O)c2c(n1[O-])CCC2	0.05	i	i
CCN(CC)CCCNc1oc(-c2ccc(OC)c(OC)c2)nc1C#N	-1.9	i	i
Cc1ccc(S(=O)(=O)N2CCN(CC(O)c3ccccc3)CC2)cc1C (stereo unspecified)	-1.8	i	i
O=C(CSc1ccc(-c2ccccn2)nn1)NC1CCCC1	0.51	i	i
CCN(CC)c1nc(Oc2ccc(=O)[nH]n2)nc(N2CCOCC2)n1	-0.52	i	i
O=C(Nc1ccc(F)cc1)c1ccc2ncsc2c1	1.3	i	i
O=C(NCc1ccccn1)c1cc2cc(Br)ccc2oc1=O	0.05	i	i
Cc1ccc(CSc2nc3nc(C)cc(C)c3c(=O)[nH]2)cc1	-0.43	i	i
COC(=O)C1=C(C)N(Cc2ccccc2)C(=NCCCCO)N[C@H]1c1ccccc1	-4.6*	i	i
CC(C)OC(=O)Cc1nc2sc(-c3ccccc3)cc2c(=O)[nH]1	-1.4	i	i
COc1ccc(C(=O)/C=C/c2ccc(OC)c(COc3ccc(F)cc3)c2)cc1	1.6	i	i
N#CCC(=O)Nc1ccc(C(=O)OCC(=O)NNC(=O)c2cccs2)cc1	1.7	i	i
O=[N+]([O-])c1ccccc1S(=O)(=O)NCCc1ccncc1	1.1	i	i
Cc1cc(N2CCN(c3ccccc3)CC2)nc2ccccc12	-0.41	i	i
N/C(=N\OC(=O)Cc1ccc([N+](=O)[O-])cc1)c1ccccn1	-1.9	i	.
N=C1/C(=C/c2coc3ccccc3c2=O)C(=O)N=C2SC(c3ccco3)=NN12	-12	i	i
CC(C)C(=O)Nc1cc(=O)[nH]c2ncnn12	-0.83	i	i

In the list so far, these have an aryl methoxy group.
SMILES	Kir21 inh	KCNQ2 inh	CHT block
COc1cc(C2C(C#N)=C(N)Oc3c2c(-c2ccccc2)nn3-c2ccccc2)cc(OC)c1OC (stereo unspecified)	0	i	i
CCOC(=O)C1=C(c2ccccc2)NC(=O)NC1c1cc(Cl)c(O)c(OC)c1 (stereo unspecified)	0.76	i	i
COc1ccc(-c2[nH]ncc2-c2nc(C)cs2)c(O)c1	-0.23	i	i
CCN(CC)CCCNc1oc(-c2ccc(OC)c(OC)c2)nc1C#N	-1.9	i	i
COc1ccc(C(=O)/C=C/c2ccc(OC)c(COc3ccc(F)cc3)c2)cc1	1.6	i	i

Laid out differently: 3 of the compounds above
| structure | Kir21 inh | KCNQ2 inh | CHT block |
| --- | --- | --- | --- |
| Cc1cc(N2CCN(c3ccccc3)CC2)nc2ccccc12 | -0.41 | i | i |
| O=[N+]([O-])c1ccccc1S(=O)(=O)NCCc1ccncc1 | 1.1 | i | i |
| O=C(Nc1ccc(F)cc1)c1ccc2ncsc2c1 | 1.3 | i | i |

Next part
SMILES	Kir21 inh	KCNQ2 inh	CHT block
COc1cccc(CNn2cnnc2)c1OCc1ccc(F)cc1	-0.22	i	i
O=C1CC(c2c(F)cccc2Cl)C2=C(COC2=O)N1 (stereo unspecified)	-0.66	i	i
O=C(NCCc1ccccc1)c1ccc(Cl)nc1	-0.82	i	i
Cc1occc1C(=O)NNC(=O)C1CC1	0.05	i	i
COc1ccccc1N1CCN(C(=O)C2CC=CCC2C(=O)O)CC1 (stereo unspecified)	0.08	i	i
NC(=O)Cn1cc(/C=N\NS(=O)(=O)c2ccccc2)c2ccccc21	0.31	i	i
Cc1[nH]c(=O)nc(SCc2ccc(Cl)c(Cl)c2)c1C#N	1.2	i	i
CC1CC(C#N)N(N(C)C)C1=C(C#N)C#N (stereo unspecified)	0.02	i	i
CSc1ncc(Cl)c(C(=O)Nc2nnc(SC)s2)n1	0.23	i	i
COc1ccc2[nH]c(=O)c(CN(CCO)C(=O)NCc3ccccc3)cc2c1	1.7	i	i
O=C(COn1nnc2ccc(Cl)cc21)Nc1ccc(F)cc1	0.1	i	i
COc1cccc(CN(C(=O)c2cnccn2)C(C(=O)NC2CCCCC2)c2cc(OC)c(OC)c(OC)c2)c1 (stereo unspecified)	0.07	i	i
O=C(CN(C(=O)c1ccccc1Cl)N1C(=O)C2C3C=CC(C3)C2C1=O)c1cccs1 (stereo unspecified)	-0.35	i	i
Nc1nc(-c2ccc([N+](=O)[O-])cc2)c(C(=O)Nc2ccc(Cl)cc2)s1	-0.75	i	i
O=C1CCC(C(=O)OCc2ccccc2)N1 (stereo unspecified)	0.1	i	i
CCN(c1ccccc1)c1ncnc2c1cnn2-c1ccccc1	1.8	i	i
CCn1c2c(c3cc(Br)ccc31)CCC/C2=N\O	-0.51	i	i
COc1ccc(NC(=O)c2ccccc2NC(=O)C2CC=CCC2C(=O)O)cc1 (stereo unspecified)	0.18	i	i
O=C(COC(=O)CCc1ccc(S(=O)(=O)N2CCOCC2)cc1)NC(=O)NC1CCCCC1	0.94	i	i
COc1ccc(CN2CCNC(=O)C2CC(=O)NC2Cc3ccccc3C2)c(OC)c1 (stereo unspecified)	0.09	i	i
CC1(C)Cc2ccccc2-c2nc(-c3ccccc3)oc(=O)c21	-1	-7.9*	i
COc1ccc2nc(Nc3nc4cc5c(cc4s3)OCO5)sc2c1	-1.9	i	i
CCOC(=O)C1CCCN(C(=O)Cn2nc(C)n3nc(-c4ccccc4)cc3c2=O)C1 (stereo unspecified)	0.1	i	i
Cc1ccc(C(=O)NC(=O)CSc2ncccc2C(=O)O)cc1	2.7	i	i
CCOc1ccc(OCC)c(NC(=O)CN2CCN(CC(=O)NC(C)C)CC2)c1	-0.05	i	i
c1cncc(COC2CCCN(Cc3nc(-c4cccs4)no3)C2)c1 (stereo unspecified)	-1.3	i	i
CCN(CC)CCNC(=O)c1ccc(NC(C)=O)cc1	0.66&0.96	i	i
Cc1cccn2c(=O)c3cc(C#N)c(=NC(=O)c4ccco4)n(Cc4ccco4)c3nc12	-0.3	i	i
COc1ccc(-n2c(SC(C)C(=O)N3CCOCC3)nc3ccccc3c2=O)cc1 (stereo unspecified)	0.26	i	i
CC(=O)Nc1c(C(=O)O)oc2ccccc12	3.3	i	i
NC(=O)Nc1ccccc1C(=O)NCCc1ccccc1	0.81	i	i
COc1ccc(N=C2SC(CC(=O)Nc3ccccc3)C(=O)N2CCc2ccccn2)cc1 (stereo unspecified)	1.3	i	i
N=c1c(S(=O)(=O)c2ccc(Br)cc2)cc2c(=O)n3ccccc3nc2n1Cc1ccccc1	0.39	i	i
C/C(=N\Nc1nc(N2CCOCC2)nc(N2CCOCC2)n1)c1cccc([N+](=O)[O-])c1	-0.5	i	i
COc1ccccc1C(=O)Nc1ccnn1C1CCN(C/C=C/c2ccccc2)CC1	-2.4	i	i
Cc1ccc(S(=O)(=O)N2CCOCC2)cc1NC(=O)CSc1nnc(N)s1	0.1	i	i
CCn1c(SCC(=O)Nc2nncs2)nnc1-c1ccco1	0.79	i	i
CCN1C(=O)c2ccccc2S(=O)(=O)c2ccc(C(=O)N3CCOCC3)cc21	0.11	i	i
S=C(Nc1ccc(Cl)cc1)N1CCN(C2CCCCC2)CC1	0.07	i	i
O=C(CSc1ccccc1)N1CCC(N2CCC(C(=O)N3CCCC3)CC2)CC1	1.1	i	i
Cc1cccc(NC(=O)CSCC(=O)N(C)CC(=O)Nc2cccc(F)c2)c1	0.05	i	i
CC(NC(=O)CCCN1C(=O)c2ccccc2C1=O)c1ccc2c(c1)CCCC2 (stereo unspecified)	-1.2	i	i
COC(=O)C(NS(=O)(=O)c1ccc(NC(C)=O)cc1)C(C)C (stereo unspecified)	2.4	i	i
CCN(CC)S(=O)(=O)c1cccc(C(=O)N/N=C(\C)c2ccc(O)cc2O)c1	-1.4	i	i
CN(c1cccc(NC(=O)CN(c2cccc(Cl)c2)S(=O)(=O)c2ccc(Cl)cc2)c1)S(C)(=O)=O	-1.7	i	i
Cc1cc(C(=O)O)c2ccccc2n1	1.2	i	i
Cn1c(SCC(=O)N2CCCC2)nnc1-c1cccs1	1.4	i	i
NNc1nccc(Nc2ccccc2C(=O)O)n1	2.1	i	i
Cn1c(C(=O)O)c(C=O)c2ccccc21	-0.66	i	-6.7*
Cc1ccc(C(=O)/C=C/c2c[nH]c3ccccc23)cc1	0.01	i	i
O=C(/C=C/c1ccc([N+](=O)[O-])cc1)Oc1ccc(/C=N/NC(=O)c2ccncc2)cc1	-0.02	i	i
O=C(NCC12CC3CC(CC(C3)C1)C2)c1nn2c(c1Cl)NC(c1ccco1)CC2C(F)(F)F (stereo unspecified)	-0.21	i	i
CCCN(C(=O)C1CSC2(C)CCC(=O)N12)c1c(N)n(Cc2ccccc2)c(=O)[nH]c1=O (stereo unspecified)	-0.43	i	i
COc1cc(C)ccc1OCCOCCOc1cc(C)c(C)cc1Br	-1	i	i
CCN1CCN(Cc2ccc(NC(=O)c3cc(NC(=O)c4cncc(-c5cccs5)c4)cc(OC)c3)cc2C(F)(F)F)CC1	-0.03	i	i
Cc1ccc(S(=O)(=O)NCc2ccc(C(=O)N3CCc4ccccc4C3)cc2)cc1	-0.03	i	i
COc1cccc(CNCc2ccccn2)c1OC	-2.3	i	i
Cc1nc(Sc2ccc(Br)cc2)c(C#N)c(C)c1[N+](=O)[O-]	-2.1	-7.7*	i
CC(c1ccccc1)n1cc(C(=O)NCCCn2ccnc2)nn1 (stereo unspecified)	-1.1	i	i
CC(C)CCNC(=O)CN(Cc1ccc(F)cc1)C(=O)CCC(=O)Nc1ccccn1	-0.9	i	i

Records above marked active in CHT block.
SMILES	Kir21 inh	KCNQ2 inh	CHT block
Cn1c(C(=O)O)c(C=O)c2ccccc21	-0.66	i	-6.7*

(further entries)
SMILES	Kir21 inh	KCNQ2 inh	CHT block
CC(C(=O)NCCC1=CCCCC1)N1C(=O)c2ccccc2C1=O (stereo unspecified)	0.16	i	i
CCOC(=O)C1(Cc2cccc(F)c2)CCN(CCCn2cccn2)CC1	-0.47	i	i
O=C(N/N=C/c1ccc([N+](=O)[O-])cc1)c1cc(C2CC2)nc2ccccc12	1.9	i	i
COc1ccc(NC(=O)NNC(=O)C(C)Oc2ccc3ccccc3c2)cc1OC (stereo unspecified)	-1.5	i	i
O=C(NCc1cccnc1)c1cccc(Cl)c1	0.57	i	i
COc1cc(C)c(CN2CCC(n3nccc3NC(=O)C3CCOC3)CC2)cc1C (stereo unspecified)	-0.75	i	i
CCOc1cc(C(=O)Nc2ccc(S(=O)(=O)Nc3cnc4ccccc4n3)cc2)cc(OCC)c1OCC	1.9	i	i
CN(C)CC(=O)N1c2ccccc2Sc2ccc(Cl)cc21	-1.7	i	i
COc1ccccc1N1CCN(S(=O)(=O)CCNC(=O)Cc2ccc(F)cc2)CC1	0.31	i	i
CCOc1ccccc1N(C)C(=O)CCS(=O)(=O)c1ccc2c(c1)NC(=O)C(C)S2 (stereo unspecified)	-1.1	i	i
O=C(CS(=O)CC(=O)Nc1cccc2c1CCCC2)Nc1ccc(F)cc1 (stereo unspecified)	-0.84	i	i
O=C1NN(c2ccccc2)C(=O)/C1=C/c1ccc(-c2ccc(Cl)c(C(=O)O)c2)o1	0.39	i	.
O=C(Cn1cncn1)NCc1ccccc1Br	-1.1	i	i
COc1cccc(N2CCN(C(=O)c3cc(-c4ccc(F)cc4)[nH]c3C)CC2)c1	0.61	i	i
Cc1ccccc1NC(=O)CN(C)S(=O)(=O)c1cccc2cccnc12	-0.34	i	i
Cc1cc(-c2nnc3n2N=C(c2ccccc2)CS3)n[nH]1	-4.4	i	i
CC(C)Sc1nc2ccccc2[nH]1	-1.5	i	i

Screens from PubChem BioAssay.
